Y pestis TopoI – Yersinia pestis topoisomerase I inhibitors, primary screen, biochemical, cleavage product accumulation, plate reader, single point; Y. pestis Topo-I cleavage product accumulation; activity, % at 10 µM; 360,000 compounds, 0.064% hits; AID 504884, 2011; in the data active = activity above about 50%, passing the limit was not always enough; also: inactives centre near 2
BH1578 lux ind – inducers of Vibrio cholerae quorum light production without autoinducers, primary screen, BH1578 luxS cqsA deficient, single point | V. cholerae BH1578 lux reporter, luminescence, 6 h | activation, % at 18.7 µM | 350,000 compounds, 0.16% hits; in the data active = activation mostly above about 9.7%, no sharp cut-off; also: not every result past the cut was called active; inactives centre near 0; reference of the scale not given here
BioA inh – M. tuberculosis BioA enzyme inhibitors, primary screen, biochemical, plate reader, single point, HTS; 7,8-diaminopelargonic acid synthase BioA (Mycobacterium tuberculosis); purified M. tuberculosis BioA enzyme; inhibition, % at 9.99 µM; 360,000 compounds, 0.096% hits; AID 602481, 2012; in the data active = inhibition above about 40%
GDH-TPI counter – GDH-TPI coupling enzyme inhibitors, primary screen, artefact control for M. tuberculosis FBA inhibitor project, biochemical, absorbance, full deck; inhibition, % at 4.8 µM; 360,000 compounds, 1.2% hits; GDH-TPI coupled enzyme counterscreen, NADH absorbance; in the data active = inhibition above about 30%;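 also: 0% = DMSO wells and 100% = wells lacking the enzyme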
PfHsp40 rescue – rescue of yeast from PfHsp40 toxicity, primary screen, S. cerevisiae, ATP luminescence; S. cerevisiae expressing PfHsp40, growth rescue; growth rescue, % at 12.5 µM; 340,000 compounds, 0.68% hits; AID 504582, 2011; in the data active = growth rescue above about 28%, passing the limit was not always enough;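 also: yeast W303a lacking pdr1 and pdr3 grown in galactose medium; growth measured after three days at 30 °C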
UGM FP inh – M. tuberculosis UGM enzyme inhibitors, primary screen, biochemical, fluorescence polarization, single point | UDP-galactopyranose mutase (Mycobacterium tuberculosis (strain ATCC 25618 / H37Rv)), … | inhibition, % at 10 µM | AID 504406, 2011 | purified UGM, fluorescence polarization probe displacement | 320,000 compounds, 0.06% hits; in the data active = inhibition above about 10%, passing the limit was not always enough
Target sequence (P9WIQ1 whole entry, looked up): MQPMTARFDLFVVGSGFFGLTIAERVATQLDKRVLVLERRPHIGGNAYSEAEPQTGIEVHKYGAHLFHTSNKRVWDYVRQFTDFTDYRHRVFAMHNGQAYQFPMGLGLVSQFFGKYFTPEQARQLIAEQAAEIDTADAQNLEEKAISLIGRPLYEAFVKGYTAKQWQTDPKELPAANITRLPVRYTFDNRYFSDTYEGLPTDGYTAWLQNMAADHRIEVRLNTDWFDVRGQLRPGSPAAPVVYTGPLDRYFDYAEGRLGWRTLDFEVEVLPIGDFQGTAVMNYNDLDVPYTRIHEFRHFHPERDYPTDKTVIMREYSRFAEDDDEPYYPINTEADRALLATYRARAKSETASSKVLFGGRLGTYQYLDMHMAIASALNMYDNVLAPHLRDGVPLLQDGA
TcdB inh – TcdB glycohydrolase inhibitors, primary screen, biochemical, single point, plate reader | TcdB glycohydrolase enzymatic assay | Toxin B (Clostridioides difficile), P18177 | AID 652162, 2013 | inhibition, % at 9.99 µM | 350,000 compounds, 0.24% hits; in the data active = inhibition above about 10%
FBA Mtb inh – Mtb FBA enzyme inhibitors, primary screen, biochemical, fluorescence, strain H37Rv. Fructose-bisphosphate aldolase (Mycobacterium tuberculosis (strain ATCC 25618 / H37Rv)), …. inhibition, % at 1 µM. purified M. tuberculosis FBA, fluorescence read-out. 360,000 compounds, 2.3% hits; in the data active = inhibition above about 27%;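 also: 0% = vehicle and 100% = reference inhibitor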
Target sequence (P9WQA3 whole entry, looked up): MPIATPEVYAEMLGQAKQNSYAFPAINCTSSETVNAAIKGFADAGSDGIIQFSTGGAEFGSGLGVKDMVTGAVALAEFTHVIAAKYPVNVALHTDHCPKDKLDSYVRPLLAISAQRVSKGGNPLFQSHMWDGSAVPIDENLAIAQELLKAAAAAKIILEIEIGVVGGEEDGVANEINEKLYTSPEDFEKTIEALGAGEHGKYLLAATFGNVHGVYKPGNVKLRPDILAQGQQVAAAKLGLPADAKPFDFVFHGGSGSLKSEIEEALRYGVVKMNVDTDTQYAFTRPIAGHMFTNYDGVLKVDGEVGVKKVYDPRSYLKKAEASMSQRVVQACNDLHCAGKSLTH
FadD28 binding – inhibitors of FadD28 bisubstrate probe binding, primary screen, biochemical, fluorescence polarization, single point. inhibition, % at 12.5 µM. Mycobacterium tuberculosis FadD28 fatty-acid-AMP ligase. 360,000 compounds, 0.22% hits; in the data active = inhibition above about 8.5%, passing the limit was not always enough
* marks the source's active call; other numbers are inactive results; i = inactive; . = not tested or not shown. Rows are unselected. Share with any hit: about 4.6%.

SMILES	Y pestis TopoI	BH1578 lux ind	BioA inh	GDH-TPI counter	PfHsp40 rescue	UGM FP inh	TcdB inh	FBA Mtb inh	FadD28 binding
CC(=O)Nc1ccc(N=Nc2ccccc2)cc1[N+](=O)[O-]	6.4	-0.3	-1.6	31.0*	.	.	0.2	0.2	0.9
Cc1cc(NC(=O)CN(C)C)c([N+](=O)[O-])cc1C	-0.7	-0.1	0.3	0.9	-0.2	1.8	0.8	-1.7	-0.1
O=C(O)c1cc2nccc(-c3ccc(F)cc3)n2n1	0.6	-0.2	-0.7	11.7	-1.5	-1.0	0.2	-2.4	-2.7
COc1cccc(CC2(CO)CCCN(Cc3cn[nH]c3C3CCCCC3)C2)c1 (centres undefined)	-5.0	0.9	.	-5.8	-1.6	0.6	3.4	-3.2	-4.0
OC(c1ccc(CN2CCCCC2)cc1)c1ncc(-c2ccccc2)[nH]1 (centres undefined)	4.7	i	0.2	0.9	.	.	0.8	1.6	-0.4
O=C(NCCO)/C(=C\c1ccco1)NC(=O)c1cccs1	-2.8	-0.2	.	7.4	-0.9	-0.6	-3.1	6.5	0.4
COC(=O)c1ccccc1NC(=O)c1c(O)c2c([nH]c1=O)CCCC2	1.4	-0.3	-1.5	3.7	-2.1	-0.5	.	-2.2	-1.6
Cc1ccc(S(=O)(=O)N2CCCCC2)cc1C(=O)OCC(=O)NC(=O)NC12CC3CC(CC(C3)C1)C2	2.5	i	3.9	-5.2	-1.2	1.1	.	-5.0	-0.7
COc1ccc(-c2csc(NC(=O)c3ccc(S(C)(=O)=O)cc3)n2)cc1	-0.4	i	-2.6	6.7	-0.5	4.0	-1.4	0.1	-2.1
Cc1cc(Oc2ccc(Cl)cc2)nc(SCC(=O)c2ccccc2)n1	31.1	-0.3	.	-3.6	-0.7	1.1	-0.9	1.1	-1.9
COc1ccc(NC(=O)N2CCC3(CC2)OCCO3)cc1OC	-5.3	-0.4	1.2	-5.2	0.1	0.6	.	-0.3	-0.3
O=C(O)C(c1ccccc1)C(O)C1CCCC1 (centres undefined)	-6.1	-8.3	-0.6	0.4	-1.1	.	5.3	-0.1	-4.0

Single values from the list.
For UGM FP inh, COC(=O)c1ccccc1NC(=O)c1c(O)c2c([nH]c1=O)CCCC2 has the entry -0.5
For FadD28 binding, CC(=O)Nc1ccc(N=Nc2ccccc2)cc1[N+](=O)[O-] has the entry 0.9
For TcdB inh, OC(c1ccc(CN2CCCCC2)cc1)c1ncc(-c2ccccc2)[nH]1 (centres undefined) has the entry 0.8

The listing continues:
SMILES	Y pestis TopoI	BH1578 lux ind	BioA inh	GDH-TPI counter	PfHsp40 rescue	UGM FP inh	TcdB inh	FBA Mtb inh	FadD28 binding
Fc1ccccc1-c1cc2cc3c(cc2cn1)OCO3	7.8	-0.5	1.1	-2.5	1.4	1.4	2.0	0.6	-3.3
C=C(Br)CN1[C@@H](Cc2ccccc2)[C@H](O)[C@@]23C=C[C@@H](C[C@@H]2S1(=O)=O)O3	7.0	-0.3	1.5	-1.7	-0.1	-4.1	0.0	0.4	-5.3
O=C1CCN(CCc2ccccc2)CCN1[C@H](CSc1ccc(Br)cc1)c1ccccc1	27.5	i	-2.8	11.2	0.1	3.7	1.8	0.0	-0.2
O=C(CNC(=O)c1ccc(F)cc1)c1ccc(Cl)cc1	6.2	0.9	-1.5	8.4	0.5	4.1	3.2	0.5	0.4
COc1ccc(C(=O)Nc2nc3ccc(OC)cc3s2)cc1	-0.3	-0.4	-0.5	22.8	1.8	-1.2	0.6	5.6	-1.5
NC(=O)c1cccn(Cc2ccc(C(F)(F)F)cc2)c1=O	2.2	i	5.2	10.7	-0.6	-3.5	1.3	52.2*	-1.2
COc1cc(C(=O)NC(c2ccccc2)c2ccccc2)cc(Cl)c1OC	1.2	-0.6	-1.3	12.3	0.2	-0.5	.	0.5	-1.6
Cc1c(N=C2SCC(=O)N2/N=C\c2ccc(Br)cc2)c(=O)n(-c2ccccc2)n1C	1.6	0.4	-0.2	7.7	0.3	0.8	0.3	-0.8	-0.8
C/C(CC(=O)Nc1ccc2c(c1)OCCO2)=N\NC(=O)c1ccccc1Cl	3.7	i	-0.5	-3.0	2.7	-2.1	-0.1	1.1	-1.1
Cc1ccc(S(=O)(=O)N2CC3CCC2C3)cc1 (centres undefined)	-4.6	6.9	-4.7	2.9	0.1	-2.8	.	0.8	-0.3
O=C(CN1CCCc2ccccc21)N/N=C/c1ccc(F)cc1F	13.0	-0.4	1.0	-5.3	9.3	3.0	1.3	3.6	-0.2
Cc1cc(C(=O)N2CCC(Cc3ccccc3)CC2)no1	13.8	i	0.6	3.1	-0.9	1.3	0.6	-1.2	1.0
Cc1ccc2c(c1)c(C)cc[n+]2Cc1ccccc1	-7.4	i	2.1	6.7	0.1	2.0	.	11.9	0.7
COc1ccc(C(=O)n2nc(C#N)c(C#N)c2N)cc1	-5.1	-0.4	-1.3	7.5	0.4	-0.7	0.5	-5.4	-2.9
CCOc1cc(C(C(=O)NCC2CCCO2)N(C(=O)Cn2nnc3ccccc32)c2ccccc2OC)ccc1O (centres undefined)	13.9	-0.3	2.8	-3.7	1.3	-0.9	0.6	3.9	-0.4
CN(C)CCNC(=O)c1coc(=O)c(Br)c1	-2.1	-0.2	-1.3	10.0	-1.8	1.5	.	66.3*	-3.2
COc1cc(C(=O)N2CCN(S(=O)(=O)c3ccc(C)cc3)CC2)ccc1OCC(=O)N1CCOCC1	6.1	-0.4	-0.8	3.5	0.0	.	-0.3	0.2	-1.5
Fc1cccc2sc(N3CCCC3)nc12	-7.0	-3.6	.	-2.4	0.5	-0.2	-0.4	-0.6	-3.5
Cc1cc(N)ccc1S(C)(=O)=O	0.7	-7.1	-0.8	2.7	1.0	-1.1	.	-1.7	-0.7
Cc1cccn2c(=O)c(/C=C(\C#N)C(N)=O)c(N3CCCCCC3)nc12	-5.3	-0.6	7.2	-5.9	-0.4	-0.9	0.4	-2.5	-3.8
CCOc1ccccc1NC(=S)N1CCC(NC(=O)NC23CC4CC(CC(C4)C2)C3)CC1	21.4	-2.0	-1.4	12.8	-0.9	0.8	.	0.0	1.0
O=[N+]([O-])c1ccc(Nc2nc(N3CCOCC3)nc(N3CCOCC3)n2)cc1	-0.7	-0.2	-0.7	22.4	-0.1	0.1	9.1	2.0	-0.2
C[C@@]12C(=O)Nc3ccc(Br)cc3C(=O)N1[C@H]1c3ccccc3OC[C@@H]1[C@@H]2c1ccccc1	9.5	1.9	-2.0	6.8	127.6*	2.5	.	-0.8	-2.0
Cc1ccc(CNC(=O)CCCCCNC(=O)N2CCn3c2nc2ccccc23)cc1	30.9	-4.6	-1.3	12.0	-0.1	-1.1	-0.4	1.8	0.8
CCc1ccc(NC(=O)C2=CC(c3cccs3)=NS(=O)(=O)N2C)cc1	0.1	-1.2	2.9	11.5	0.2	3.0	-1.5	0.6	-2.1
CCCNC(=O)C1(O)c2cc(Br)ccc2NC(=O)N1c1ccc(Cl)cc1 (centres undefined)	7.5	-1.0	-0.7	-1.3	0.0	-1.6	0.5	2.7	0.6
Cc1nnc(NC(=O)CCn2c(=O)oc3ccc(Cl)cc32)s1	5.5	i	-0.3	-3.9	0.3	-4.7	0.5	-3.6	-1.6
O=C(Cn1ncc(Cl)c(Cl)c1=O)c1ccc2c(c1)OCCO2	7.6	i	.	6.9	0.8	4.2	0.7	-0.8	-1.1
O=C(CSc1nnnn1-c1ccc(F)cc1F)Nc1ccccc1F	-0.3	i	-1.2	-7.7	-0.7	0.9	1.3	-4.0	-3.0
Cc1cc(=O)oc2cc(NC(=O)COc3cccc(C(F)(F)F)c3)ccc12	-2.4	-0.4	-1.1	15.7	-0.3	-2.7	1.9	41.5*	-0.9
CN(C(=O)OCc1ccccc1)C(CC(N)=O)C(=O)O (centres undefined)	-3.8	-0.4	-4.9	0.7	-1.2	0.8	.	1.8	0.3
Cc1cccc(C(=O)O/N=C2\CCSc3ccc(C)cc32)c1	5.3	0.1	-1.5	-1.7	0.8	0.9	.	2.1	-0.9
Cc1c(NS(=O)(=O)N2CCCC2)c(=O)n(-c2ccccc2)n1C	-6.4	i	-1.1	4.4	-0.3	-1.6	.	-0.6	-1.7
Cc1c(C(=O)N2CCN(S(=O)(=O)c3ccc(F)cc3)CC2)oc2ccccc12	40.1	i	1.1	-2.8	0.2	2.6	2.3	-2.0	-2.9
C=C1CCN([C@@H](Cc2ccccc2)C(=O)NCc2ccc(Cl)c(Cl)c2)S(=O)(=O)c2ccccc21	-3.0	i	0.5	9.5	-2.3	1.6	-2.8	5.3	-1.1
CC(C)Cc1nn2c(N)c(/C=C3\C=Nc4ccccc43)c(=O)nc2s1	0.3	-0.4	.	11.2	-1.3	1.6	1.1	-0.3	0.1
CC1(C)CC(=O)C=C(c2cccc(O)c2)C1	13.0	-0.4	0.2	0.9	-1.6	1.3	2.3	-0.4	-1.3
O=C(c1cccs1)N1CCN(c2cccc(Cl)c2)CC1	-6.2	11.5	0.9	6.8	1.7	-1.4	-0.9	3.4	-2.0
COc1cccc2c(=O)n(CC(=O)NCCc3ccccc3)ccc12	4.6	-0.1	.	-3.8	1.4	0.7	0.5	2.2	-4.7
CCS(=O)(=O)N1Cc2ccccc2CC1C(=O)Nc1nccs1 (centres undefined)	-7.3	-0.3	.	-1.9	0.4	0.8	0.3	1.8	-2.6
Cc1ccc2oc(C(Cl)(Cl)Cl)cc(=O)c2c1	5.8	1.6	.	4.5	-0.9	0.5	1.5	0.3	-2.5
CCCCn1c(-c2cccc3ccccc23)nc2cc3[nH]c(=O)c(C(C)C)nc3cc21	9.5	-0.8	2.1	12.6	1.4	0.3	0.2	16.8	-5.3
CN(Cc1c(F)cccc1Cl)C(=O)c1cccc(S(=O)(=O)N2CCN(Cc3ccccc3)CC2)c1	15.6	0.8	-0.8	-7.3	6.2	.	1.8	-2.6	-3.8
COC(=O)c1sc(NC(=S)NC(=O)c2cccc(Br)c2)nc1C	3.1	i	-1.0	14.6	-1.4	-1.6	1.4	-0.6	-1.0
CC(C)(C)NC(=O)C(c1ccc(F)cc1)N(Cc1ccco1)C(=O)CCC(=O)Nc1ccccn1 (centres undefined)	7.6	i	-6.1	0.0	-0.2	-1.2	0.7	0.5	-3.0
CC1(C)CC(=O)C=C(C(=O)N2CCCC(C(=O)c3cccc(Cl)c3)C2)O1 (centres undefined)	6.9	i	0.7	-0.6	-0.4	-0.7	-1.4	2.1	-1.1
Cc1c[nH]c2ccccc12	-5.6	-7.4	-0.5	-3.4	-1.9	-1.4	.	-0.4	-2.1
COc1cc(-c2nc(C(F)(F)F)c(OC)o2)cc(OC)c1OC	-1.2	i	1.7	5.7	3.1	-4.3	1.5	8.3	-0.6
CCc1c(C)c2ccc(OCC(=O)OC(C)C)c(C)c2oc1=O	-8.8	i	-1.7	3.7	1.8	-1.8	.	11.4	-2.1
CC(C)(C)C(=O)/C=c1\[nH]c(=O)/c(=C\c2ccc(F)cc2)s1	-11.3	i	.	20.2	-0.3	2.6	.	-2.9	-3.9
COc1ccc(OC)c(NC(=O)Cn2c(=O)n(CC(=O)NCc3ccco3)c(=O)c3ccccc32)c1	3.4	-1.6	.	8.9	-1.5	1.2	.	3.1	-0.1
COc1ccccc1N1CCN(C(=O)CCC(=O)Nc2nnc(C(C)C)s2)CC1	22.8	-0.4	-0.1	-5.5	-1.0	-2.3	0.1	1.6	0.4
Cn1c(O)c(C(c2ccccn2)c2c(O)n(C)c(=S)n(C)c2=O)c(=O)n(C)c1=S	-2.5	i	.	7.4	0.1	1.4	.	-0.8	-1.9
